# TLR9-MyD88 block = blocks human TLR9 binding to MyD88; CHO BLA complementation TLR9-MyD88, CCF4 FRET ratio; AID 504734; inhibition, % at 4.98 µM; 0.21% of 340,000 active;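 active means inhibition above the mean over all tested compounds plus 3 SD, cut at about 21% in these data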;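 further: 0% = DMSO only wells and 100% = clavulanate BLA inhibitor control wells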
# SRC3 inh = inhibitors of human steroid receptor coactivator 3 (SRC3); AID 588352; 0.17% of 360,000 active; HEK293 GAL4-SRC3 luciferase reporter, luminescence; inhibition, % at 3.6 µM;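 active means inhibition above a per-campaign cutoff, the mean of all compounds plus 3 SD, cut at about 60% in these data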;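 further: 0% = DMSO-treated cells and 100% = gossypol-treated cells at 36 µM; higher means less SRC3-driven luciferase light from the GAL4 reporter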
# TWEAK-Fn14 inh = TWEAK-Fn14 signaling inhibition. 2% of 360,000 active. TWEAK-stimulated Fn14 reporter cells, luciferase luminescence, 8 h. inhibition, % at 10 µM; in the data active means inhibition above about 50%
# NOD2-RIPK2 inh = inhibitors of human NOD2-RIPK2 interaction; O43353; inhibition, % at 4.98 µM; CHO BLA complementation NOD2-RIPK2, CCF4 ratio; 0.38% of 360,000 active; in the data active means inhibition above about 21%;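 further: 0% = vehicle only and 100% = reference blocker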
# NR5A2 inv ag = inverse agonists of human LRH-1 (NR5A2); O00482; HEK293T StAR-luciferase reporter, LRH-1 transfected, 24 h; inhibition, % at 3.6 µM; 0.13% of 360,000 active;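 active means inhibition above the mean inhibition of all tested compounds plus 3 SD, cut at about 73% in these data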;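 further: 0% = DMSO wells and 100% = reporter-only cells lacking LRH-1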
# SRC2 inh = human SRC2 (NCOA2) inhibition. Q15596. HEK293 GAL4-SRC2 luciferase reporter, luminescence. inhibition, % at 9 µM. 0.17% of 370,000 active. AID 651957;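 active means inhibition above the mean inhibition of all tested compounds plus 3 SD, set per campaign, cut at about 52% in these data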;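 further: 0% = DMSO treated cells and 100% = cells given Gossypol at 36 µM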
# C8 TRAIL sens = caspase-8 TRAIL sensitization | NB7+C8 cells + TRAIL, ATPlite viability luminescence | 1% of 360,000 active | AID 624354 | inhibition (viability loss, TRAIL sensitization), % at 10 µM;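 active means compounds causing at least 50% loss of cell viability in the single-dose screen, relative to plate controls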
# LMP1 NFkB inh = Epstein-Barr LMP1 NF-kappaB reporter inhibition; AID 504558; LMP1-induced NF-kappaB luciferase reporter cells, luminescence; inhibition, % at 12.5 µM; 0.69% of 350,000 active; in the data active means inhibition above about 41%;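 further: 0% = neutral control wells and 100% = reference inhibitor control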
# NR2F2 inh = NR2F2 (human) inhibition, primary screen; inhibition, % at 8.6 µM; AID 686940; P24468; HEK293T NGFI-A luciferase reporter, luminescence; 0.7% of 370,000 active;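 active means inhibition above a per-plate cutoff, mean inhibition of test wells between control levels plus 3 SD, cut at about 38% in these data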;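 further: cells cotransfected with COUP-TFII expression vector driving the NGFI-A reporter; 0% = median of COUP-TF2 test wells and 100% = reporter-only cells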
# TROY NFkB inh = blocks TROY-dependent signaling in reporter cells | Q293 LMP1-TROYcd NF-kB luciferase reporter, 4 h | inhibition, % at 10 µM | 0.98% of 360,000 active | AID 1347056;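 active means compounds whose plate-normalised and pattern-corrected inhibition of the luciferase reporter signal at the single screening dose is 50% or more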
# NCOA1 inh = inhibits human SRC1 coactivator. HEK293 GAL4-SRC1 luciferase reporter, luminescence. inhibition, % at 3.6 µM. 0.12% of 360,000 active;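 active means inhibition above the campaign mean plus 3 SD, with each screening campaign given its own cutoff, cut at about 60% in these data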;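 further: 0% = DMSO treated cells and 100% = gossypol at 36 µM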
# Numbers without * were called inactive; x = not tested or not shown.
SMILES,TLR9-MyD88 block,SRC3 inh,TWEAK-Fn14 inh,NOD2-RIPK2 inh,NR5A2 inv ag,SRC2 inh,C8 TRAIL sens,LMP1 NFkB inh,NR2F2 inh,TROY NFkB inh,NCOA1 inh
CCCS(=O)(=O)NC(=O)C1(C)CCCN(C(=O)c2cccc3ccccc23)C1 (configuration not stated),x,5,5,-15,3,-6,-12,x,11,7,-7
CC(C)Nc1ncnc2ccc(Br)cc12,2,62*,78*,-15,47,46,17,37,53*,34,66*
Cc1nc2ccc(C(=O)N3CCCC(CO)(Cc4ccc(F)cc4F)C3)cc2nc1C (configuration not stated),0,-9,-4,-12,-22,6,-5,-7,-3,-17,-7
COc1cc(C(=O)NNC(=O)c2n[nH]c3ccccc23)cc(OC)c1OC,-11,-4,1,2,-26,2,6,7,-2,1,0
CC(C)CN(C(=O)CN(C)C(=O)Cc1ccc(Cl)cc1)c1c(N)n(CC(C)C)c(=O)[nH]c1=O,-2,9,8,-5,-3,16,2,3,-6,-9,-29
Cc1ccc(S(=O)(=O)N2CC3(O)CN(C(=O)OC(C)C)N(C(=O)OC(C)C)CC3(OC(=O)NCC3CCCCC3)C2)cc1 (configuration not stated),-2,-1,-11,4,4,-16,9,0,3,7,-6
Cc1ccc(S(=O)(=O)NC(=NC(C)C(=O)O)c2ccccc2)cc1 (configuration not stated),-1,6,14,5,6,-12,-6,-15,-6,0,10
CNC(=O)NC(=O)C(c1ccccc1)N(C)CC1COc2ccccc2O1 (configuration not stated),5,-9,9,0,1,-26,14,-9,10,-16,-14
O=C(COC(=O)CC1CC2CCC1C2)Nc1ccc(F)cc1 (configuration not stated),-9,12,-5,-7,5,12,-9,0,0,-25,0
CCCC(=O)Nc1ccc(Cl)c(NC(=S)NC(=O)c2cc3ccccc3o2)c1,-4,9,-48,-2,7,0,2,-8,0,-25,-3
Oc1cccnc1CN1CCOCC1,10,-16,-9,-4,18,-9,-11,1,-7,-16,-4
O=C(NCC1CCCO1)c1ccc2c(=O)n(Cc3cccc(Br)c3)c(=S)[nH]c2c1 (configuration not stated),-7,8,-10,-3,8,-22,3,6,18,3,-9
Fc1ccccc1CN1CCN(c2ncccn2)CC1,-6,0,17,-6,11,-2,-5,-2,1,-1,1
COc1cccc(NC(=O)c2ccccc2-c2ccccc2)c1,2,1,7,1,-8,-27,-7,-1,8,5,5
COC(=O)c1c(-c2ccc(OC)cc2)oc2ccc(-c3cc(OC)c(OC)c(OC)c3)cc12,-2,-40,4,-5,-5,2,13,-6,16,-10,-9
CC1(C(=O)NS(=O)(=O)C2CC2)CCCN(C(=O)c2ccc3ccccc3c2)C1 (configuration not stated),x,-10,9,-8,-7,-11,-4,x,-18,6,-10
Cc1ccc2cc(C=O)c(N3CCOCC3)nc2c1C,6,-4,-1,6,6,14,-18,-6,3,3,2
COc1ccc(Oc2ccc(-c3ccn[nH]3)cc2)cc1,0,-71,-5,5,-40,-30,-14,-22,3,-3,-41
COc1ccccc1N(CC(=O)N(c1ccccc1)C(C)C)S(=O)(=O)c1cccs1,3,6,17,-10,7,-10,13,0,7,-1,-7
C[C@@H]1CN([C@H](C)CO)C(=O)c2cc(Br)cnc2O[C@@H]1CN(C)Cc1ccc(-c2ccccc2)cc1,6,-5,3,5,-3,10,-14,-8,5,-3,-15
CCCc1c(-c2ccc(O)cc2)nn(-c2ccc(O)cc2)c1-c1ccc(O)cc1,-8,-13,1,-13,9,x,2,4,x,75*,1
COc1ccc(-n2nc(C(=O)NCC(=O)NCc3cccc(F)c3)c3ccccc3c2=O)cc1Cl,2,2,-9,-2,-6,-6,-21,0,-6,4,22
Cc1c(NS(=O)(=O)c2ccc3c(c2)CCN3C(=O)C2CC2)c(=O)n(-c2ccccc2)n1C,1,30,4,-13,17,11,3,-3,7,14,11
COc1ccc(CNC(=O)C2COc3ccccc3O2)cc1 (configuration not stated),-5,-48,0,-7,-54,-23,2,-26,-22,-26,-37
O=C(/C=C/c1ccco1)NC(=S)Nc1ccc(N2CCOCC2)c(Cl)c1,-1,10,9,-1,15,13,7,-3,-6,6,6

# Exported bar-delimited: 4 of the compounds above.
Compound | TLR9-MyD88 block | SRC3 inh | TWEAK-Fn14 inh | NOD2-RIPK2 inh | NR5A2 inv ag | SRC2 inh | C8 TRAIL sens | LMP1 NFkB inh | NR2F2 inh | TROY NFkB inh | NCOA1 inh
CCCC(=O)Nc1ccc(Cl)c(NC(=S)NC(=O)c2cc3ccccc3o2)c1 | -4 | 9 | -48 | -2 | 7 | 0 | 2 | -8 | 0 | -25 | -3
Oc1cccnc1CN1CCOCC1 | 10 | -16 | -9 | -4 | 18 | -9 | -11 | 1 | -7 | -16 | -4
O=C(NCC1CCCO1)c1ccc2c(=O)n(Cc3cccc(Br)c3)c(=S)[nH]c2c1 (configuration not stated) | -7 | 8 | -10 | -3 | 8 | -22 | 3 | 6 | 18 | 3 | -9
Fc1ccccc1CN1CCN(c2ncccn2)CC1 | -6 | 0 | 17 | -6 | 11 | -2 | -5 | -2 | 1 | -1 | 1

# The results go on:
SMILES,TLR9-MyD88 block,SRC3 inh,TWEAK-Fn14 inh,NOD2-RIPK2 inh,NR5A2 inv ag,SRC2 inh,C8 TRAIL sens,LMP1 NFkB inh,NR2F2 inh,TROY NFkB inh,NCOA1 inh
COc1ccc(CCNC(=O)CCCn2c(=S)[nH]c3cc4c(cc3c2=O)OCO4)cc1OC,-8,-9,-10,-7,-6,-34,3,3,-16,0,8
Cc1cccc(C)c1NC(=O)C1(C)CSCC(=O)N1CC(C)C (configuration not stated),x,x,x,-9,18,4,-23,x,-11,x,x
COc1ccc(/C=C2\CCCc3c2nc2ccc(C)cc2c3C(=O)O)cc1O,-1,-6,4,-8,2,2,6,-4,-4,-21,-1
CCOC(=O)CSc1n[nH]c(NC(=O)NC(C)C)n1,-13,20,-7,-10,13,3,-3,-4,-24,-16,-5
O=c1[nH]c2cc3c(cc2cc1CN(Cc1cccnc1)Cc1nnnn1Cc1ccco1)OCCO3,3,-5,7,4,18,8,1,7,-13,-9,3
CC(C)(C)n1c(O)c2n(c1=O)Cc1ccccc1N=C2c1ccccc1,x,16,-6,2,11,-8,-4,x,-1,-21,8
CN(CC(=O)Nc1ccc(C(N)=O)cc1)CC(=O)Nc1ccccc1Cl,-3,8,-2,-13,6,8,11,1,4,6,-2
COCc1cc(C)nc(SCC(=O)N2CCC(C)CC2)c1C#N,5,13,-2,7,5,-7,-16,5,-5,3,-7
Cc1ccc(S(=O)(=O)N(CC(=O)NCc2cccnc2)c2ccc(F)cc2)cc1,-13,6,-1,4,2,-9,-19,-2,-3,-1,-4
Cc1noc(C)c1NC(=O)N(C)C[C@H]1Oc2c(NC(=O)NC(C)C)cccc2C(=O)N([C@H](C)CO)C[C@@H]1C,10,13,10,8,5,-23,10,2,6,7,5
COc1ccccc1NC(=O)N1CCCC1,4,3,-30,-2,18,4,2,-24,3,11,-1
COc1cccc(NC=C2C(=O)OC3(CCCCC3)OC2=O)c1,-1,-9,16,0,-2,-9,2,7,-29,-33,-40
CCOCCCNC(=O)c1ccc2nc(-c3ccc(OC)c(OC)c3)c(-c3ccc(OC)c(OC)c3)nc2c1,-7,-5,2,2,-5,-21,3,2,-3,9,6
O=C(Nc1ccncc1)c1ccc(NS(=O)(=O)c2ccc3[nH]c(=O)[nH]c3c2)cc1,-6,2,-6,-1,-9,-21,-10,-1,6,9,-21
CCOc1ccccc1NC(=O)c1cnc2n(c1=O)CCS2,2,-5,-12,0,-12,19,-2,-3,-2,-18,11
COc1c2c(nc3occc13)C(CC=C(C)C)(OC)C(O)CC2 (configuration not stated),-7,-6,4,-12,7,23,1,-3,16,9,7
N#Cc1c(-c2ccc(F)cc2)c2c([nH]c1=O)-c1ccccc1OC2,2,8,8,-7,4,1,-3,-12,3,-5,-4
Cn1cc(CN2CCCC(C(=O)Nc3cccc(-n4cccn4)c3)C2)cn1 (configuration not stated),-7,1,18,-11,-1,-3,13,-5,-10,-13,-7
CC(C)(C)C(=O)N1CCN(c2ccc(NC(=O)c3ccc([N+](=O)[O-])o3)cc2)CC1,3,1,-9,14,46,-1,46,-29,-8,-15,-3
Cc1ccc2[nH]c(C(=O)NCCN3CCCC3)cc2c1,14,-9,-18,-5,28,0,1,0,-13,16,11
CN(c1ccccc1)S(=O)(=O)c1cccc(NC(=O)CCNC(=O)c2ccco2)c1,-9,7,12,-6,-8,3,10,-2,-6,11,12
O=C(O)C1CCCCN1S(=O)(=O)c1ccc(Cl)s1 (configuration not stated),0,16,8,-4,14,6,-4,0,-3,1,1
COC(=O)c1ccc(S(=O)(=O)N2CCc3ccccc3C2)cc1,-5,-3,-3,8,7,-6,10,-4,1,-1,-5
CC(=O)Nc1ccc(NC(=O)CSc2nnnn2-c2ccccc2F)cc1,-9,-3,-14,-12,3,-42,-2,-3,-7,-3,4
CCOC(=O)C1(CCOc2ccccc2)CCN(CCCn2cccn2)CC1,3,9,9,-7,10,13,6,-12,2,-12,15
# Other results follow.
SMILES,TLR9-MyD88 block,SRC3 inh,TWEAK-Fn14 inh,NOD2-RIPK2 inh,NR5A2 inv ag,SRC2 inh,C8 TRAIL sens,LMP1 NFkB inh,NR2F2 inh,TROY NFkB inh,NCOA1 inh
CCCCCOc1ccc(C2NC(=O)NC2=O)cc1 (configuration not stated),-2,-8,4,-2,-19,-15,-5,-3,-4,-40,-9
O=C(CN1CCN(c2ccccn2)CC1)N1c2ccccc2Sc2ccc(C(F)(F)F)cc21,1,-7,-18,-4,-2,11,-1,-1,1,0,0
Cc1ccc(C2CCN(C(=O)Nc3ccc(F)cc3)C2)cc1 (configuration not stated),4,-44,-41,1,-63,-28,5,-25,-17,-74,-64
O=C(OCc1cc(=O)n2c(n1)sc1ccccc12)c1ccc(O)cc1O,6,0,-127,-10,-14,1,18,-1,13,-9,-38
CCN(CC)Cc1cc(CCNC(=O)c2ccc(Cl)cc2)ccc1O,-11,19,-2,-13,14,-28,5,3,0,-8,-11
O=[n+]1c2c(n([O-])c3ccccc31)CCCC2,-3,-6,17,-9,1,0,-5,-1,-12,-11,-9
CCCCCc1ccc(-c2ccc(OCC)cc2)nc1,-7,-28,-9,-8,-13,11,-2,-11,6,-69,-23
O=C/C=C/c1c(-c2ccccc2)cc2oc3ccccc3cc1-2,2,-24,27,8,12,15,15,-13,-18,20,-38
Cc1cccc(NC(=O)CSCC(=O)N(CCC(C)C)c2c(N)n(Cc3ccccc3)c(=O)[nH]c2=O)c1,-5,-3,-4,-2,-8,-20,-10,8,11,12,2
COC(=O)Cc1[nH]nc2c1C1(C(=O)N(Cc3ccccc3)c3ccccc31)C(C#N)=C(N)O2 (configuration not stated),-3,9,2,-2,-11,3,-13,10,10,-1,-3
Cc1cccc(OC(=O)c2cn(C)nc2C(F)(F)F)c1C,4,18,2,4,-3,-9,-6,-7,-3,-11,-3
CN1CCN(S(=O)(=O)c2cccc(C(=O)O)c2)CC1,2,7,4,3,10,-1,0,-1,-22,-8,-28
CN(C)c1ccc(C(=S)N2CCCC2)cc1Br,-5,-45,12,4,17,-6,0,0,-13,7,-29
C/C=C1\COC(C(=O)NCCCN2CCCC2=O)(C(F)(F)F)C=C1C=C(C)C (configuration not stated),-14,6,-2,0,8,30,1,2,14,3,1
COc1ccc(C)cc1Nc1n[n+](-c2ccccc2)c(-c2cc([N+](=O)[O-])cc(OC)c2O)s1,2,-11,-18,3,-14,x,-1,-8,x,-8,-11
COc1ccc(C(=O)N/N=C/c2cc3ccccc3[nH]c2=S)cc1,-7,7,-12,-6,12,4,14,2,-7,-2,-9

# High-throughput results (PubChem)

# Not all compounds are listed; the hit share may differ from the screen's.
